High-throughput results as filed in PubChem.
TDP-43 yeast inh: qHTS of TDP-43 Inhibitors | TDP-43 expressing yeast growth rescue, BacTiter-Glo, 24 h | AID 652104, 2013 | Potency, µM (series often up to 46.1 µM), without a hit: at the highest dose growth rescue (activation), actives largely listed as activators | 1.8% of 410,000 active; note: potency is the fitted concentration of half-maximal effect; % of control where 0% means no effect; nearly all actives have a fitted effect of over 50% in size
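Readout is BacTiter-Glo luminescence of cell growth, so inhibitors register as activators. TDP-43-expressing yeast at OD600=0.02 in galactose medium, after raffinose pregrowth to mid-log, were incubated with compound for 24 hr at 30 deg C.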
Akt phos inh: HTS Assay for Inhibitors of Akt Phophorylation: Primary Screen; 0.32% of 360,000 active; Neuro2A IGF-stimulated pAkt S473 HTRF, 20 min; stronger effect = lower value; AID 651550, 2012; activity change, % for hits at 50 µM; in the data active = activity change below about -80%; inconclusive = mostly about -51% to -80%; note: % is set by controls: 0 for no effect and ±100 for the full control effect
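Neuro2A cells (4,500/well, DMEM with 0.5% FBS) were treated with compound at a single 50 µM final concentration, stimulated with 6 nM IGF for 20 min at 37 °C, and lysed. Phospho-Akt Ser473 was read by HTRF as 665/615 ratio ×10^4.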
HEK293 tox: qHTS of GLP-1 Receptor Inverse Agonists: Cytotox Screen. Potency, µM (series often up to 38.3 µM), for the others: top-dose activity change, negative = inhibition, hits mostly inhibitors. HEK293 cAMP-luciferase reporter cells, luminescence, 24 h. AID 624418, 2012. 0.13% of 410,000 active;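 note: loss of luciferase light is scored as toxicity; potency is the fitted concentration of half-maximal effect; % is set by controls: 0 for no effect and ±100 for the full control effect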
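A 23 nL compound transfer followed 12 hours of cell culture at 37 deg C; exposure then lasted 24 hr. Luciferase assay detection reagent was dispensed and plates read for luminescence after a 12 min room-temperature wait.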
Abeta rescue: qHTS for compounds that reverse cellular toxicity of Amyloid beta (A-beta) peptide in yeast: Primary Screen. 0.063% of 410,000 active. Potency, µM (titrated, usually from 46.1 µM), for the others: at the highest dose growth rescue, actives largely listed as activators. AID 1347071, 2019. yeast expressing A-beta42, growth rescue, OD600, 48 h; response scale: 0% DMSO, 100% iron-clioquinol control; note: potency is the fitted concentration of half-maximal effect; nearly all actives have a fitted effect of over 55% in size
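Growth rescue measured by 600 nm absorbance after 48 h yeast culture at 30 C with compound. Values normalized between DMSO and an equimolar ferric chloride plus clioquinol control.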
FUS suppressor: qHTS for Suppressors of FUS Proteinopathy: Primary screen using FUS-linked yeast assay | S. cerevisiae FUS-expressing, growth rescue, OD600, 24 h | Potency, µM (doses to about 76.6 µM), without a hit: at the top dose growth rescue (activation), usual class: activators | 0.24% of 390,000 active | AID 1347120, 2019;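 note: potency is the fitted concentration of half-maximal effect; plate controls were DMSO vehicle for no effect and reference control for full effect; nearly all actives have a fitted effect of over 55% in size; some results filed as inactive show a strong effect at the top dose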
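Quantitative HTS measuring growth restoration of FUS-toxic yeast. Galactose-induced cells (OD 0.005) were exposed 24hr at 30C to compounds at several concentrations, then absorbance at 600 nm was recorded.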
Mm-Cpn inhibitor: Inhibitors of TCP-1 ring complex (TRiC) of Methanococcus maripaludis (MmCpn): qHTS | Chaperonin Mm-Cpn (Methanococcus maripaludis) | 0.031% of 330,000 active | purified Mm-Cpn ATPase, ADP Transcreener TR-FRET | Potency, µM (highest dose often 76.9 µM), inactives show at the highest dose activity, negative = inhibition, usual class: inhibitors; note: potency is the fitted concentration of half-maximal effect; % is set by controls: 0 for no effect and ±100 for the full control effect; nearly all actives have a fitted effect of over 80% in size
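TR-FRET (320 nm excitation; 590 and 665 nm emission) reports ADP made from 10 uM ATP by 25 nM enzyme; compounds were preincubated 10 min, reaction run 30 min, both at 37°C.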
aSyn rescue: qHTS of alpha-syn Inhibitors | Yeast expressing alpha-synuclein, growth rescue, BacTiter-Glo, 24 h | Potency, µM (series often up to 46.1 µM), for inactives: top-dose growth rescue (activation), hits mostly activators | 0.14% of 370,000 active | AID 652106, 2013; note: potency is the fitted concentration of half-maximal effect; % of control where 0% means no effect; nearly all actives have a fitted effect of over 65% in size
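Screening used galactose-induced yeast with toxic alpha-synuclein levels, exposed to compound for 24 hr at 30 deg C. Cell growth, read with BacTiter-Glo luminescence, gave the measured signal.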
PTHR1 ag: qHTS for PTHR1 Agonists: Primary Screen; HEK293 GP2 PTHR1 cells, GloSensor cAMP luminescence, 1 h; Potency, µM (titrated, usually from 115 µM), inactives show top-dose activation, most hits filed as activators; 0.075% of 410,000 active; AID 743266, 2014; note: potency is the fitted concentration of half-maximal effect; nearly all actives have a fitted effect of over 55% in size; some results filed as inactive show a strong effect at the top dose; inactives centre near -15; many of its hits are not listed in these tables
Target sequence (Q03431 whole entry, looked up): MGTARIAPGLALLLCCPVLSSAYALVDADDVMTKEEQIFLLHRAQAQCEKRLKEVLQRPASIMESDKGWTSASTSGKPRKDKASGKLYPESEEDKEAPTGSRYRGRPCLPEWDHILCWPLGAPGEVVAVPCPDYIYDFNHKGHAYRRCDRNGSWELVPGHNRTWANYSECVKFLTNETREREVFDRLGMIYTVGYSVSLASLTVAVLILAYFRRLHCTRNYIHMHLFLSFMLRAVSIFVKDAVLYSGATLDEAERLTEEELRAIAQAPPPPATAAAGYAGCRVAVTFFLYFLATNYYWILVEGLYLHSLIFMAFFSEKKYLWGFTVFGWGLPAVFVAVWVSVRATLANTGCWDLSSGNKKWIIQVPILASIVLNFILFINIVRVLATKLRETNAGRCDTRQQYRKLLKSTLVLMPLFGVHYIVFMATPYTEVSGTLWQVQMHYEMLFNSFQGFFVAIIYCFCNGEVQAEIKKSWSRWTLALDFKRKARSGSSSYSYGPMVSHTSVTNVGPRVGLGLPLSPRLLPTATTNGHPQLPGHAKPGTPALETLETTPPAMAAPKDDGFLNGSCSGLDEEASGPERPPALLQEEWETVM
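HEK-293-derived GP2 cells expressing PTHR1 and a GloSensor cAMP reporter, 3,000/well, plated overnight, given luciferin plus IBMX (each 0.5 mM as added) for 1 h at 37 °C, then compound for 1 h at 37 °C. Luminescence was read after 15 min at room temperature.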
GLP-1R inv ag: qHTS of GLP-1 Receptor Inverse Agonists (Inhibition Mode); Potency, µM (series often up to 38.3 µM), for inactives: at the highest dose activity change, negative = inhibition, usual class: inhibitors; HEK293 GLP-1R CRE-luciferase, luminescence, 24 h; GLP-1R form is constitutively active; 1.6% of 410,000 active; note: potency is the fitted concentration of half-maximal effect; % is set by controls: 0 for no effect and ±100 for the full control effect; nearly all actives have a fitted effect of over 55% in size
Target sequence (P43220 whole entry, looked up): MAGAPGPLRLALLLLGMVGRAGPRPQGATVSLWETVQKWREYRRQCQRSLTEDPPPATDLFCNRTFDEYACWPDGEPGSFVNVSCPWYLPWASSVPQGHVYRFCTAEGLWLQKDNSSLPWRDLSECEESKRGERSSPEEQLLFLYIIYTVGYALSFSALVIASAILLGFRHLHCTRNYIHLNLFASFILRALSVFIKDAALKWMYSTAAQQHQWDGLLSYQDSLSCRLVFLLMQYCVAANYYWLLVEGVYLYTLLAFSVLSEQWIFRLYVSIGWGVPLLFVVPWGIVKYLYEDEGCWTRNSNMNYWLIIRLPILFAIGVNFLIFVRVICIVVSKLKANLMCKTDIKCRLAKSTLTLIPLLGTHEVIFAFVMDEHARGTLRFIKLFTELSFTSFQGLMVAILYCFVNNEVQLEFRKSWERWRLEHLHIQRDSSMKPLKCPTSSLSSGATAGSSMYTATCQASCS
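Stable HEK293 clone (constitutively active GLP-1R + cAMP-response luciferase); 200 cells/uL plated, 12 h pre-culture, compound 24 hr, 37 deg C/5% CO2; detection reagent 12 min RT; luminescence.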
Starred values were filed as active, the others as inactive; i = inactive; ? = inconclusive; . = not tested or not shown; [ ] = dose if it differs, or a comment. Unless noted, calls come from the whole dose curve; as a rule, active = well fitted curve in the direction sought with a large enough effect; inconclusive = small, poorly fitted or top-dose-only effect, or another doubt; inactive = no such curve, though single readings can be large; an effect the other way counts as inactive or inconclusive.

The opening 2 entries, ahead of the listing:
Each structure is followed by: HEK293 tox	FUS suppressor	PTHR1 ag	TDP-43 yeast inh	aSyn rescue	Mm-Cpn inhibitor	GLP-1R inv ag	Abeta rescue	Akt phos inh
- Cc1c(NC(=S)NCc2ccc(F)cc2)cccc1[N+](=O)[O-]
→ 1%	0%	-47%[inhibitor]	?	-1%	-2%	?	-9%	i
- O=C(CNS(=O)(=O)c1ccccc1)Nc1ccc(F)cc1F
→ -2%	9%	i	-11%	0%	-13%	7%	-8%	i

Results, from the first entry:
Each structure is followed by: HEK293 tox	FUS suppressor	PTHR1 ag	TDP-43 yeast inh	aSyn rescue	Mm-Cpn inhibitor	GLP-1R inv ag	Abeta rescue	Akt phos inh
- Cc1c(NC(=S)NCc2ccc(F)cc2)cccc1[N+](=O)[O-]
→ 1%	0%	-47%[inhibitor]	?	-1%	-2%	?	-9%	i
- O=C(CNS(=O)(=O)c1ccccc1)Nc1ccc(F)cc1F
→ -2%	9%	i	-11%	0%	-13%	7%	-8%	i
- COC(=O)c1ccc(NC(=O)C(=O)NCCc2sc3nc(-c4ccc(OC)cc4)nn3c2C)cc1
→ -3%	5%	-3%	20%	.	.	1%	0%	.
- COc1ccccc1-[n+]1c(C)cc(/C=C2\Sc3ccccc3N2C)cc1C
→ -11%	3%	-50%[inhibitor]	?	-33%[inhibitor]	-5%	2.5µM*	-80%[inhibitor]	i
- N#Cc1nc(-c2cccc3ccccc23)oc1NCCN1CCOCC1
→ 12%	18%	-51%[inhibitor][57.5 µM]	-9%	3%	-6%	16%	-3%	i
- Cc1cccc(N2C(=O)CC(N3CCN(Cc4ccc5c(c4)OCO5)CC3)C2=O)c1 (stereo not drawn)
→ 4%	6%	i	-3%	-7%	-1%	-16%	6%	i
- Cc1cccc(C(=O)NNC(=O)C23CC4CC(CC(C4)C2)C3)c1O
→ -5%	-35%	i	20%	0%	1%	?	3%	i
- O=S(=O)(NCCc1ccc(Cl)cc1)c1cccs1
→ ?	1%	i	?	11%	3%	?	7%	i
- O=C(NCc1ccccc1Cl)C1CCN(S(=O)(=O)N2CCC3(CC2)OCCO3)CC1
→ -7%	-2%	0%[57.5 µM]	-16%	2%	-2%	-9%	11%	i
- N#Cc1ccccc1S(=O)(=O)N1CCN(C(=O)C2CCC2)CC1
→ 15%	-10%	-9%	20%	-3%	1%	13%	7%	i
- CC(c1nc2ccccc2n1Cc1ccccc1)N1CCCCC1 (stereo not drawn)
→ ?	18%	-20%	-14%	-17%	0%	1.3µM*	-20%	i
- Cc1ccc(S(=O)(=O)N2CCN(C(=O)COC(=O)c3ncc(Cl)c(Cl)c3Cl)CC2)c(C)c1
→ -10%	?	-83%[inhibitor]	?	-1%	.	-22%	14%	i
- Cc1c([N+](=O)[O-])c(C(=O)NC2CCCCC2)nn1C
→ -1%	7%	-11%	-16%	-4%	0%	23%	0%	i
- O=C(COc1ccc(Cl)cc1Cl)N/N=C/CCc1ccccc1
→ 6%	22%	-1%[57.5 µM]	-11%	-1%	-2%	0%	-24%	.
- Nc1nc2ccc(Cl)cc2cc1C(=O)NCCc1ccc(Cl)cc1Cl
→ 21%	2%	0%	7%	-1%	.	5%	-8%	i
- Cc1cc(C)cc(NC(=O)C2CCN(S(=O)(=O)c3cccc4nonc34)CC2)c1
→ -8%	-1%	-29%	14%	.	.	7%	-3%	.
- Cc1cc(C)n(Cc2cnc(N3CCOCC3)s2)n1
→ 0%	-9%	i	0%	-4%	0%	13%	18%	i
- COCc1nc2cccnc2n1C1CCN(S(=O)(=O)N(C)C)CC1
→ 3%	-12%	-13%	0%	.	.	6%	-1%	.
- Cc1ccccc1-n1c(=O)cc(NCc2ccc3c(c2)OCO3)[nH]c1=O
→ -13%	?	i	-22%	-1%	2%	0%	-5%	i
- CCOC(=O)c1ccc(NC2(c3ccccc3)C(=O)c3ccccc3C2=O)cc1
→ -2%	-11%	-19%	11%	.	.	?	-3%	.
- Cc1cccc(C)c1Nc1ncnc2ccccc12
→ 9%	-19%	i	5%	-8%	1%	-10%	-5%	i
- COc1ccc(C(=O)NC(=S)N(CCC(C)C)c2c(N)n(Cc3ccccc3)c(=O)[nH]c2=O)cc1
→ -2%	?	-3%	-5%	6%	-2%	?	-11%	i
- COc1ccccc1C(=O)OCC(=O)NC(=O)NC1CCCCC1
→ 4%	2%	-16%	29%	14%	-1%	-25%	7%	i
- COc1ccc(Oc2ccc(/C=C/C(=O)c3cccc(OC)c3)cc2[N+](=O)[O-])cc1
→ -1%	.	-91%[inhibitor]	-22%	4%	-3%	16%	9%	i
- CC(=O)c1ccc(NC2OC(CO)C(O)C(O)C2O)cc1 (stereo not drawn)
→ -11%	11%	-6%[57.5 µM]	-3%	2%	-1%	-9%	13%	?
- C[n+]1ccccc1/C=C/c1ccccc1Cl
→ -10%	2%	i	-3%	0%	-1%	-25%	-10%	i
- CC(C)C[C@H](NC(=O)N1CCN(c2ccccc2)CC1)C(=O)O
→ -26%	-9%	-23%[57.5 µM]	7%	4%	-1%	-13%	13%	i
- Cc1ccc(-n2cc(CN(C)Cc3nccn3C)c(-c3cccc(C)c3)n2)cc1
→ ?	20%	i	-21%	-1%	4%	?	-4%	i
- Cc1ccc(S(=O)(=O)N2CCOCC2)cc1C(=O)NC1CCCC1
→ -8%	6%	-59%[inhibitor]	0%	1%	1%	-15%	-9%	i
- CCc1cccc(NC(=O)Cn2c(=O)n3nc(-c4cccc(F)c4)nc3c3ccccc32)c1
→ 6%	-9%	-5%	27%	.	.	15%	-3%	.
- O=C1CN(C(=O)CN2C(=O)NC(c3ccccc3)(c3ccccc3)C2=O)c2ccccc2N1
→ 5%	22%	32%	-14%	8%	0%	-10%	0%	i
- CC(NC(=O)c1ccc(N(C)C)cc1)C1CC2CCC1C2 (stereo not drawn)
→ -9%	5%	-6%	15%	8%	-11%	-30%	20%	i
- C=CCN1C2=NCCCN2c2ccccc21
→ -3%	-23%	-3%	-4%	-1%	3%	-10%	-10%	i
- CCSc1nnc(NC(=O)C(NC(=O)c2ccc(Cl)cc2)C(C)C)s1 (stereo not drawn)
→ 2%	.	-12%	5%	-2%	2%	-25%	-2%	i
- O=C1C2C3C=CC(CC3)C2C(=O)N1c1cccc(Br)c1 (stereo not drawn)
→ 8%	11%	i	-4%	-2%	0%	?	-8%	i
- O=C(CN1CCN(Cc2ccccc2Cl)CC1)N/N=C/C=C/c1ccccc1[N+](=O)[O-]
→ -2%	-17%	i	11%	0%	0%	?	-10%	i
- COc1ccc(C(CCNCc2ccc(N(C)C)cc2)C(C)C)cc1 (stereo not drawn)
→ -3%	23%	-36%[inhibitor]	14%	3%	-5%	?	16%	i
- COc1ccc(NC(=S)N(Cc2ccc(C)cc2)Cc2ccccn2)cc1
→ 2%	0%	i	16%	-8%	1%	11%	11%	i
- Nc1ncnc(Nc2ccccc2Cl)n1
→ -10%	7%	-8%	2%	-2%	0%	13%	-1%	i
- COc1cccc(/C=C(\C#N)c2nc3ccccc3[nH]2)c1OCC(=O)O
→ 20%	34%	21%	-3%	-2%	0%	21%	7%	i
- CCCNC(=O)[C@H](C)NC(=O)c1ccc(Br)cc1
→ -24%	-11%	-11%	8%	4%	1%	10%	5%	i
- O=C(NC(=S)NCCO)c1sc2ccccc2c1Cl
→ 1%	12%	-57%[inhibitor]	6%	3%	-20%	15%	5%	i
- CCN(CC)S(=O)(=O)c1ccc(C(=O)NCC(c2ccc(OC)cc2)N2CCOCC2)cc1 (stereo not drawn)
→ -6%	-15%	-4%	7%	-2%	-6%	11%	-2%	i
- O=C(CN1CCc2cc3c(cc2C1)OCCCO3)Nc1ccccc1
→ 8%	1%	-20%	18%	5%	1%	?	-11%	i
- Clc1ccccc1-c1nc(/C=N/N2CCOCC2)c2ccccn12
→ 10%[0.307 µM]	31%	-4%	7%	12%	-1%	5%[0.307 µM]	22%	i
- CC1=C(C(=O)NC(C)CCc2ccccc2)C2(CCC(C)CC2)OC1=O (stereo not drawn)
→ 8%	15%	-16%	-5%[0.397 µM]	-5%	1%	8.9µM*	26%	i
- CCOc1ccc(C2NC(=O)C(C#N)=C(S)N2c2ccc(OC)cc2)cc1OC (stereo not drawn)
→ -10%	10%	-24%[57.5 µM]	22%	12%	2%	3%	0%	i
- COCCNC(=O)c1cc(S(=O)(=O)N2CCOCC2)ccc1SCc1cccc(OC)c1OC
→ 7%	4%	i	-10%	-1%	0%	18%	-4%	i
- CSCCNC(=O)C1(C)CCN1C(=O)CCc1ccccc1 (stereo not drawn)
→ 1%	-26%	-15%	23%	5%	.	23%	14%	i
- COc1ccc(Cc2c(-c3cccc(Cl)c3)nc3ccc(Br)cn23)c(C)c1
→ -10%	32%	-27%	?	-17%	.	-19%	-22%	i
- CC(C)Oc1ccccc1NC(=O)CSc1nc2ccccc2c(=O)n1C
→ -8%	34%	i	?	21%	0%	-26%	-13%	i
- CC1CCc2sc(C(=O)Nc3ccc(N4CCOCC4)cc3)cc2C1 (stereo not drawn)
→ 9%	2%	-65%[inhibitor]	29%	-1%	-5%	?	8%	i

The list is partial; count on the stated rates, not on these rows.
